Screening results from PubChem.
SENP8 block – SENP8 (human) protease inhibition. Q96LD8. recombinant SENP8, Nedd8 substrate fluorescence. 0.64% of 360,000 active. inhibition, % at 20 µM; in the data active means inhibition mostly above about 40%, no sharp cut-off; inactive means mostly below about 27%
Target sequence (Q96LD8 whole entry, looked up): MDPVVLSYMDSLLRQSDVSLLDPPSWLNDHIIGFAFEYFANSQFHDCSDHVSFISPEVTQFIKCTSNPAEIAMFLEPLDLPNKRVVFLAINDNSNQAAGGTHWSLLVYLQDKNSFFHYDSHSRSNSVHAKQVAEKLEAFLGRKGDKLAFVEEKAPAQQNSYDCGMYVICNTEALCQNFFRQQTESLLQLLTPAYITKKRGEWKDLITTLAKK
PfG6PD inh – PfG6PD (Plasmodium falciparum) enzyme inhibition | PfGluPho enzyme, NADPH resazurin-diaphorase fluorescence | AID 504690 | inhibition, % at 20 µM | 0.78% of 350,000 active;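 active means inhibition reaching at least a set limit at 20 µM in the primary screen, cut at about 59% in these data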;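 further: 0% = DMSO wells with substrate and 100% = DMSO wells lacking glucose-6-phosphate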
SENP1 FRET inh – blocks the human SENP1 SUMO protease catalytic domain; Q9P0U3; recombinant SENP1 catalytic domain, CyPet-SUMO1-YPet FRET cleavage; inhibition, % at 10 µM; 0.21% of 360,000 active;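 active means inhibition at least 30% at 10 µM, raw YFP signal under a set limit, fluorescence ratio 0.5 to 1.5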;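 further: 0% = enzyme with DMSO and 100% = no enzyme wells; some results filed as inactive read as strong as hits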
Target sequence (Q9P0U3 419-644 limits assumed): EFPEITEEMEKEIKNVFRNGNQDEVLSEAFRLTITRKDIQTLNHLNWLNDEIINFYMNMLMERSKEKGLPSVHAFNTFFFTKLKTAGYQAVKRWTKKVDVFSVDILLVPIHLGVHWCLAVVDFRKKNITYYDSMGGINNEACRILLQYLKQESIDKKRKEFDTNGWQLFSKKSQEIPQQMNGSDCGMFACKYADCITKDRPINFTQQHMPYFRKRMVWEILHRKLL
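Test system: human SENP1 catalytic domain; medium: Tris pH 8 buffer plus EDTA, NaCl, BME, BSA, NP40, catalase; incubation: 50 min reaction at room temperature; technique: FRET, CFP and YFP emission; controls: no-enzyme low control and enzyme-plus-DMSO high control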
* = called active by the depositor; i = inactive. Only part of the results is shown; the hit share may differ from the screen's.

The line under a structure holds: SENP8 block, PfG6PD inh, SENP1 FRET inh
- O[C@@H]1CN(CC2CCCCC2)[C@@H](c2ccccc2)C[C@H]1n1cc(-c2ccc(F)cc2)nn1
  0.6, 20.6, -9.0
- Nc1ccn(CCCN2CCN(C(=O)C3CC3)CC2)c(=O)n1
  4.6, 2.6, 3.1
- CC1Cc2ccccc2N1C(=O)COC(=O)c1ccco1 (stereo not drawn)
  5.7, -10.0, 0.6
- COc1ccc(S(=O)(=O)N2CCC(C(=O)NCCC(=O)Nc3ccccc3OC)CC2)cc1
  17.8, -17.0, 4.4
- O=C(Nc1ccccn1)C(c1ccccc1)c1ccccc1
  16.3, -13.8, 0.5
- COC(=O)C[C@H]1C[C@H]2c3cc(NC(=O)Nc4ccc(C(F)(F)F)cc4)ccc3O[C@H]2[C@@H](CO)O1
  12.2, 0.6, 0.4
- C[C@H]1COC[C@@H](C/C=C/c2ccccc2)N1c1ccccc1
  -26.6, 10.5, -8.7
- COc1ccc2c(CC(=O)Nc3ccc4nc(N5CCOCC5)sc4c3)coc2c1
  -48.1, -4.4, -11.2
- COc1ccc([C@H]2C[C@@H](n3cc(COC(=O)c4ccccc4)nn3)[C@H](O)CN2CC2CCCCC2)cc1
  5.7, 8.8, -3.6
- CCOC(=O)C1=C(C)OC(=CC=Cc2ccccc2)C1=O
  -162.4, -23.2, -20.4
- C[C@H](CO)N1C[C@H](C)[C@@H](CN(C)Cc2cccc(F)c2)Oc2cc(-c3cccc(C#N)c3)ccc2S1(=O)=O
  8.9, 21.2, 0.3
- C=CCNC(=O)CSc1nnc(-c2cccc(S(=O)(=O)N3CCOCC3)c2)o1
  7.9, -18.2, 2.1
- O=C(COC(=O)c1cccc(Br)c1)NC1CCCCCCC1
  13.9, 14.4, 4.0
- COc1ccccc1NC(=O)COC(=O)Cn1c(C)csc1=O
  -1.0, -11.7, 0.9
- C[C@@H]1CCCCO[C@@H](CN(C)C(=O)CCCN(C)C)[C@@H](C)CN([C@H](C)CO)C(=O)c2cc(NC(=O)CCC(F)(F)F)ccc2O1
  10.4, -20.1, -1.4

Next compounds
The line under a structure holds: SENP8 block, PfG6PD inh, SENP1 FRET inh
- CCC[C@H]1CN(c2ccc(OC)cc2)C(=O)[C@@H]1CC(=O)NC
  7.7, -0.2, 1.1
- O=C(COC(=O)c1cccc(Br)c1)Nc1cccc(S(=O)(=O)N2CCCCC2)c1
  15.6, 21.4, -0.1
- C[C@H]1CN([C@@H](C)CO)S(=O)(=O)c2ccc(Br)cc2O[C@H]1CN(C)C(=O)C1CCC1
  8.2, -10.1, 1.6
- Cc1cc(NC(=O)CSc2nnc3ccc(-c4ccccc4)nn23)no1
  i, -7.3, -16.0
- Cc1ccc2c(=O)n3c(nc2c1)C(C)NC(=O)c1cccnc1-3 (stereo not drawn)
  2.4, -20.1, 1.9
- COc1ccccc1S(=O)(=O)N(C)C[C@H]1OCc2cn(nn2)CCCC(=O)N([C@H](C)CO)C[C@@H]1C
  16.9, -11.3, -0.3
- CCN(CC)C(=O)C1=C(C)N(CCCN2CCCC2=O)C(=O)C(CC(=O)NCCCN(C)C)C1 (stereo not drawn)
  1.5, -16.8, 2.4
- CC(C)(C)Cc1c(-c2ccc(C#N)cc2)nc2ccc(Cl)cn12
  -89.1, 36.2, 38.8
- O=C(Nc1nnc(-c2ccco2)o1)c1ccc(Br)s1
  -5.0, 1.9, 0.0
- O=c1cc(-c2ccccc2)oc2ccc3ccccc3c12
  6.9, -14.5, 1.9
- O=C(c1ccoc1)N1CCN(c2cc(-c3cccc(F)c3)nc3cc(-c4cccc(Cl)c4)nn23)CC1
  -420.4, 18.3, -14.8
- COc1ccccc1C#Cc1cnc2c(c1)C(=O)N([C@H](C)CO)C[C@@H](C)[C@@H](CN(C)C(=O)c1ccc3c(c1)OCO3)O2
  -76.1, 18.7, -10.1
- O=C(Nc1nc(-c2ccc3c(c2)OCCO3)cs1)c1ccc(Br)o1
  -48.2, 11.1, -2.4
- C[C@H](CO)N1C[C@H](C)[C@@H](CN(C)Cc2ccc(C(=O)O)cc2)OCc2cnnn2CCCC1=O
  8.7, 5.5, 2.5
- CCC/C=C/c1ccc(CN2C(C(C)C)C(=O)N(Cc3cn(CCOCOC)nn3)CCS2(=O)=O)cc1 (stereo not drawn)
  16.6, 12.8, 0.7

Remaining list, next part:
The line under a structure holds: SENP8 block, PfG6PD inh, SENP1 FRET inh
- CCN(CC)C(=O)C1=C(C)N(Cc2ccc(OC)cc2)C(=O)C(CC(=O)NCCCCc2ccccc2)C1 (stereo not drawn)
  4.9, -2.1, -2.5
- Cc1ccc(C(=O)Nc2ccccc2C(=O)N2CC(C)OC(C)C2)cc1 (stereo not drawn)
  24.9, -11.2, 2.0
- C[C@@H]1CN([C@H](C)CO)C(=O)c2cc(Br)cnc2O[C@@H]1CN(C)Cc1ccc(F)cc1
  -55.3, 6.0, 0.2
- CCn1cc(/C=C(\NC(=O)c2ccccc2OC)C(=O)N2CCOCC2)c2ccccc21
  -81.2, 19.8, -1.3
- COC1CC(N)C2OC(c3ccccc3)OCC2O1 (stereo not drawn)
  21.4, -9.5, 0.0
- Cc1ccc(N2CC(C(=O)OCC(=O)Nc3c(C)cccc3C)CC2=O)cc1 (stereo not drawn)
  24.4, 10.1, 1.3
- CC1(c2ccc(Cl)cc2Cl)NC(=O)N(CC(=O)NCCC2=CCCCC2)C1=O (stereo not drawn)
  -11.8, 6.9, -2.3
- O=C1NC(Cc2ccc(O)cc2)c2nc3ccc(Cl)cc3c(=O)n2-c2cc3ccccc3cc21 (stereo not drawn)
  -21.0, -9.1, -1.1
- CCOC(=O)C1CCCN(C(=O)c2cccc(S(=O)(=O)NCc3ccccc3)c2)C1 (stereo not drawn)
  27.6, -17.1, 0.1
- CCCCSCc1nc2nc(Cl)c(Cl)nc2[nH]1
  -5.3, 14.9, -2.5
- Cc1ccc(S(=O)(=O)N2C[C@H]3n4c(=O)ccc(=O)n4C[C@H](OC(=O)NCC4CCCCC4)[C@@]3(O)C2)cc1
  0.6, 2.8, -2.4
- COc1cccc(CN(C)CC(=O)N2CCN(S(=O)(=O)c3ccccc3)CC2)c1
  12.7, 5.1, 2.7
- CCN(CC)C(=O)C1=C(C)N(CCCN2CCCC2=O)C(=O)C(CC(=O)NC2CCCCC2)C1 (stereo not drawn)
  15.8, -7.7, 2.5
- Cc1cn([C@H]2C[C@H](O)[C@@H](CNC(=O)[C@H](N)Cc3cn(COCc4ccccc4)cn3)O2)c(=O)[nH]c1=O
  18.6, 16.3, -0.2
- C[C@@H]1CN([C@H](C)CO)C(=O)CCCn2cc(nn2)CO[C@H]1CN(C)S(=O)(=O)c1ccccc1C#N
  7.8, -15.1, 0.2

Next structures:
The line under a structure holds: SENP8 block, PfG6PD inh, SENP1 FRET inh
- Cc1ccc(NC(=O)CSC(C)C(=O)OCc2cc(=O)oc3cc(O)ccc23)cc1 (stereo not drawn)
  -489.8, -10.7, -102.9
- COc1ccncc1-c1ccc(C2=CC(=O)CC(C)(C)C2=O)cc1
  5.8, 20.1, 0.9
- Cc1ccc(S(=O)(=O)NN2CCCCCC2)cc1
  9.4, 20.6, 0.5
- O=Cc1cccc(OCc2cn(CC(=O)c3ccc(O)cc3)nn2)c1
  24.4, 15.2, 0.7
- CN(C)c1ncnc2c1nnn2C1OC(CO)C(O)C1O (stereo not drawn)
  14.1, -2.2, 0.4
- CC1CC(=O)Nc2ccccc2N1C(=O)COc1ccccc1C(N)=O (stereo not drawn)
  15.2, 9.8, 1.8
- CC1COC(=C2C(=O)OCC2C)C1 (stereo not drawn)
  6.3, -5.2, 0.6
- Cc1ccc(-c2cc3nc(C)cc(N4CCN(C(=O)c5ccoc5)CC4)n3n2)cc1
  -300.5, 17.8, -8.8
- COc1ccc(C(=O)N2CCOC2CNC(=O)C(=O)NCc2ccc(C)cc2)cc1 (stereo not drawn)
  5.3, -12.8, -3.7
- CCCn1c(=S)[nH]c2cc(C(=O)N3CCN(c4ccc(F)cc4)CC3)ccc2c1=O
  15.7, 14.3, 3.5
- Cc1cnc(C(=O)OCC(=O)c2cc(C)n(CCc3ccc(F)cc3)c2C)cn1
  12.0, 5.8, -0.9
- COC(=O)CN1C(=O)COc2ccc(S(=O)(=O)N3CCCCC3)cc21
  12.6, -1.2, 1.4
- COc1ccc(OC)c(N(CCN2C(=O)c3ccccc3C2=O)C(=O)CCl)c1
  8.9, 13.5, 0.1
- O=C(C[C@@H]1C[C@@H]2c3cc(NS(=O)(=O)c4ccc(F)cc4)ccc3O[C@@H]2[C@@H](CO)O1)NC1CCCCC1
  6.2, 7.1, -0.7
- C[C@H](CO)N1C[C@H](C)[C@@H](CN(C)Cc2ccc(Oc3ccccc3)cc2)Oc2cc(Br)ccc2S1(=O)=O
  -1.2, 22.7, 1.3

The listing continues.
The line under a structure holds: SENP8 block, PfG6PD inh, SENP1 FRET inh
- C[C@@H]1CCCCO[C@H](CN(C)C(=O)CCC(F)(F)F)[C@@H](C)CN([C@H](C)CO)C(=O)c2cc(NC(=O)c3ccncc3)ccc2O1
  -3.6, 6.2, -4.6
- Cc1ccc(-c2ccc(CN3C(CC(C)C)C(=O)N(Cc4cn(CCC5OCCO5)nn4)CCS3(=O)=O)cc2)cc1 (stereo not drawn)
  -20.2, 36.2, 1.2
- COc1ccc(CN2C(=O)C(CC(=O)NC(c3ccccc3)c3ccccc3)CC(C(=O)N(C)C)=C2C)cc1 (stereo not drawn)
  12.8, 4.6, 2.0
- O=C(O)CC(c1ccccc1)c1ccc2c(c1)OCO2 (stereo not drawn)
  -4.1, -12.9, -3.0
- CCOC(=O)C1(C#N)C(=O)CSC1=Nc1ccccc1Cl (stereo not drawn)
  10.1, -10.8, -73.6
- Cc1ccc(CN2CCC[C@]3(N[C@H](c4ccccc4)[C@@H]4C(=O)N(C)C(=O)[C@@H]43)C2=O)cc1
  9.5, 2.1, 2.7
- COc1cccc(/C=N/NC(=O)c2nnn(-c3nonc3N)c2CN(C)C2CCCCC2)c1
  17.8, 10.4, 0.2
- Cc1ccc(S(=O)(=O)NC[C@H]2O[C@@H](n3ccc(N)nc3=O)[C@H](O)[C@@H]2O)s1
  14.2, 6.6, 4.2
- C[C@@H]1CN([C@@H](C)CO)C(=O)CCCn2nncc2CO[C@@H]1CN(C)S(=O)(=O)c1ccc2c(c1)OCCCO2
  5.2, 12.7, 2.2
- CCN1C(=O)c2cccc3c(S(=O)(=O)N(C)C)ccc1c23
  i, 13.3, -28.3
- CC1CCCCC12NC(=O)N(CC(=O)N1CCN(S(=O)(=O)c3ccc(Cl)s3)CC1)C2=O (stereo not drawn)
  7.2, -13.1, -10.0
- O=C(C=Cc1ccc2c(c1)OCO2)C=Cc1ccc2c(c1)OCO2
  -80.0, 26.7, -31.7
- CO[C@H](C(=O)N(C)C[C@@H]1OCc2ccccc2-c2c(n(C)c3ccccc23)C(=O)N([C@H](C)CO)C[C@@H]1C)c1ccccc1
  -1.6, -4.9, -0.8
- O=C(SCc1c(O)c2ccccc2oc1=O)c1ccccc1
  2.2, 43.4, 0.8
- Cc1cccc(C(=O)NNC(=O)C2CCCCC2)c1O
  -167.2, -19.7, 0.5
- CN1C(=O)[C@H]2[C@@H](c3ccc(C(F)(F)F)cc3)N[C@]3(CCCN(Cc4ccc(F)cc4)C3=O)[C@H]2C1=O
  -21.3, -3.8, 2.9
